Source: PubChem BioAssay
USP10 inh: human USP10 deubiquitinase inhibition. Q14694. purified USP10, Ub-rhodamine fluorescence, 60 min. inhibition, % at 20 µM. actives 1.1% (n = 47,000)
USP30 block: blocks human USP30 ubiquitin-rhodamine cleavage; purified USP30, Ub-rhodamine cleavage fluorescence; actives 5.3% (n = 47,000); AID 1645860; Q70CQ3; inhibition, % at 25 µM
Target sequence (Q70CQ3 whole entry, looked up): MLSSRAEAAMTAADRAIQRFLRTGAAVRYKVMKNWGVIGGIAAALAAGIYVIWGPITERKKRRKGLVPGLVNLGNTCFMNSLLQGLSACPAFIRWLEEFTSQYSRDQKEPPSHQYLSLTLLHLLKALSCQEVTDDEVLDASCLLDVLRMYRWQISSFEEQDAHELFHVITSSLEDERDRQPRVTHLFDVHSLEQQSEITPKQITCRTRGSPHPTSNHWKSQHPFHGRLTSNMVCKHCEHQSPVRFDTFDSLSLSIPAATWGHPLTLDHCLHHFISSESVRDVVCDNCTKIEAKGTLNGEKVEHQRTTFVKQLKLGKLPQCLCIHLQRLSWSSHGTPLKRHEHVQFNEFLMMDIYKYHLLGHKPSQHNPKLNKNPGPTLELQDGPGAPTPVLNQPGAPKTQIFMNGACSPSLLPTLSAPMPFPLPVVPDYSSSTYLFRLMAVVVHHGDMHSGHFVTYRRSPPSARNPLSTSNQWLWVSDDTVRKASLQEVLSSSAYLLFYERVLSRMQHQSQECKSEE
OTUD3 inh: inhibitors of human OTUD3 deubiquitinase. Q5T2D3. purified OTUD3, Ub-rhodamine fluorescence, 2 h. inhibition, % at 25 µM. actives 0.7% (n = 47,000)
USP17 inh: inhibitors of human USP17 deubiquitinase; actives 6.5% (n = 47,000); A8MUK1; purified USP17, Ub-rhodamine cleavage fluorescence, 3 h; inhibition, % at 50 µM; AID 1645855
Target sequence (A8MUK1 whole entry, looked up): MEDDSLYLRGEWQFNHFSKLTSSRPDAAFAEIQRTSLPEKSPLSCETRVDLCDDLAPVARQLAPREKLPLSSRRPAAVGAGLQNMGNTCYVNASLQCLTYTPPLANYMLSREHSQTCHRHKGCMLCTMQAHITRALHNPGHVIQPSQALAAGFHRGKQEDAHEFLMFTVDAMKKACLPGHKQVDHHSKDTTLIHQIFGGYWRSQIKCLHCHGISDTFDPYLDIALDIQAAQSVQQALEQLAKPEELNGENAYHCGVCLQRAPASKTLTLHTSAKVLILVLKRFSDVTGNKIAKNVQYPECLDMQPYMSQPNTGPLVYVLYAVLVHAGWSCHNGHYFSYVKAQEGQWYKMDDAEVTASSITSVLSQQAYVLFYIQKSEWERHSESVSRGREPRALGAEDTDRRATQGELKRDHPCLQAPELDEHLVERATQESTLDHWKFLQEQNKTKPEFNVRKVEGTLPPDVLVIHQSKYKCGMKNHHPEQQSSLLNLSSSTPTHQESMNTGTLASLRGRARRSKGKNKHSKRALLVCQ
USP28 block: inhibitors of human USP28 deubiquitinase. Q96RU2. purified USP28, Ub-rhodamine cleavage fluorescence, 30 min. inhibition, % at 25 µM. actives 3% (n = 47,000). AID 1645857
UCHL1 inh: human UCHL1 deubiquitinase inhibition; purified UCHL1, Ub-rhodamine cleavage fluorescence; inhibition, % at 20 µM; actives 0.2% (n = 47,000); AID 1645859
USP7 block: inhibitors of human USP7 deubiquitinase; actives 0.3% (n = 47,000); inhibition, % at 20 µM; purified USP7, Ub-rhodamine cleavage fluorescence; Q93009
USP8 block: inhibitors of human USP8 deubiquitinase | inhibition, % at 20 µM | actives 4.2% (n = 47,000) | P40818 | purified USP8, Ub-rhodamine cleavage fluorescence, 30 min
* hit, by the source's call; i = inactive; . = not tested or not shown. No stated cut-off is given here; in the data, active means inhibition above about 30%; inactive means the rest.

(1) COc1ccnc(N2CCC(C3CCCCCN3S(=O)(=O)c3ccccc3)CC2)n1 (centres undefined)
(2) CCC(C)n1nnc2cc(S(=O)(=O)N(C)CC(=O)NCCC3=CCCCC3)ccc21 (centres undefined)
(3) CC1CCN(c2ncnc3c2cnn3CC(=O)NCc2cccnc2)CC1
(4) O=C(NCc1ccccn1)C1CCN(c2cc(N3CCCCC3)ncn2)CC1
(5) O=C(Cn1c(=O)c2ccccc2n(CC(=O)Nc2ccc(Br)cc2)c1=O)NCc1ccco1
(6) COc1ccccc1-c1nc2c3c(C)c(C)n(CCCN(C)C)c3ncn2n1

assay / entry	1	2	3	4	5	6
USP10 inh	15	-3	-4	-4	23	-5
USP30 block	1	0	7	-18	21	-92
OTUD3 inh	4	0	6	-16	15	-13
USP17 inh	0	5	18	-27	31*	-15
USP28 block	-4	8	15	-12	15	-11
UCHL1 inh	2	4	2	-5	0	-10
USP7 block	9	-1	4	-1	5	-9
USP8 block	-4	-12	18	-71	44*	-19

(7) C[C@]12C[C@@H](Cc3ccccc3)N(C(=O)c3nonc3N)[C@H]1CCCCC(=O)N2
(8) CC(=O)Nc1ccc(C(=O)NCc2ccccc2F)c(N2CCCCC2)c1
(9) CCn1cc(C(=O)N2CCn3c(nnc3C3CC3)C2)cn1
(10) COc1cc(NC(=O)Nc2nnc(CC(=O)N3CCCCC3)s2)cc(OC)c1
(11) Cc1ccc(S(=O)(=O)N(CC#N)c2nc3nc(C)c(Cl)c(C)n3n2)cc1
(12) COc1ncccc1CN(C)C(=O)CCc1c[nH]c2ccccc12

assay / entry	7	8	9	10	11	12
USP10 inh	-2	0	1	6	-2	1
USP30 block	3	-18	22	-19	16	0
OTUD3 inh	-1	-16	8	-2	15	-2
USP17 inh	-3	-17	14	-11	-1	-2
USP28 block	-6	37*	7	10	33*	0
UCHL1 inh	-2	0	1	4	1	-1
USP7 block	-1	-49	5	5	0	-6
USP8 block	-2	-17	21	-1	18	0

(13) Cc1cccc(Nc2cc(C3CCCN(C(=O)c4cncnc4)C3)ccn2)n1 (centres undefined)
(14) Cc1cc(N2CCOCC2)nc2ccc(NC(=O)CCC(=O)Nc3ccc(F)cc3)cc12
(15) COc1ccc(NC(=O)c2ccc3c(c2)C2C4CCC(C4)C2C(c2ccccc2)N3)cc1 (centres undefined)
(16) CCN1CC[C@@]2(C(=O)Nc3ccccc3)CCN(C(=O)COC)CC[C@@H]12
(17) Cc1ccc(CNC(=O)C2CCCN(S(=O)(=O)N3CCOCC3)C2)cc1 (centres undefined)
(18) Cc1ccc(C(CNC(=O)COc2ccccc2C)N2CCCCC2)o1 (centres undefined)

assay / entry	13	14	15	16	17	18
USP10 inh	1	11	6	0	-1	2
USP30 block	-3	39*	39*	-20	-13	15
OTUD3 inh	-1	21	4	-2	2	9
USP17 inh	0	60*	11	-3	8	2
USP28 block	-10	12	0	-1	-6	-1
UCHL1 inh	0	6	3	5	-1	4
USP7 block	1	9	3	0	0	-5
USP8 block	-19	10	0	-10	8	9

Some of these compounds in order of the USP7 block value, high to low.
(15) COc1ccc(NC(=O)c2ccc3c(c2)C2C4CCC(C4)C2C(c2ccccc2)N3)cc1 (centres undefined)
(13) Cc1cccc(Nc2cc(C3CCCN(C(=O)c4cncnc4)C3)ccn2)n1 (centres undefined)
(16) CCN1CC[C@@]2(C(=O)Nc3ccccc3)CCN(C(=O)COC)CC[C@@H]12

assay / entry	15	13	16
USP10 inh	6	1	0
USP30 block	39*	-3	-20
OTUD3 inh	4	-1	-2
USP17 inh	11	0	-3
USP28 block	0	-10	-1
UCHL1 inh	3	0	5
USP7 block	3	1	0
USP8 block	0	-19	-10

Next part
(19) CCOc1nc2cccnc2n(CC(=O)Nc2ccc(CC)cc2)c1=O
(20) Cc1nn(-c2nc3ccccc3o2)c2c1C(c1ccccc1F)CC(=O)N2 (centres undefined)
(21) CC(=O)NC(Cc1cccc(F)c1)C(=O)NC1CCN(S(=O)(=O)c2ccccc2)CC1 (centres undefined)
(22) CCOc1ccc(NC(=O)Cn2cc(-c3ccccc3)c3ncn(CC)c(=O)c32)cc1
(23) O=C(C(c1ccccc1)c1ccccc1)N1CC[C@@]2(O)CCCC[C@H]2C1
(24) Cc1nc(C2CCCN2CC(=O)Nc2sc(C)c(C)c2C)no1 (centres undefined)

assay / entry	19	20	21	22	23	24
USP10 inh	-5	6	0	-8	-1	1
USP30 block	-91	5	-1	-20	-18	0
OTUD3 inh	-19	1	0	-8	1	-3
USP17 inh	17	-3	1	25	-11	-12
USP28 block	-29	-1	-5	-6	-3	-5
UCHL1 inh	-5	-1	-3	-1	-1	-1
USP7 block	-5	-1	3	3	-7	1
USP8 block	-9	-20	0	16	-3	-29

(25) COc1ccc(OC)c(S(=O)(=O)N2CCN(Cc3nnnn3-c3ccccc3)CC2)c1
(26) CCOC(=O)C1CCN(c2cc(C(F)(F)F)nc(-c3ccccn3)n2)CC1
(27) CC(C)c1cc(C(=O)Nc2ccc(F)cc2)nn1C1CCS(=O)(=O)C1 (centres undefined)
(28) COCCCNC(=O)c1ccc(Cn2c(=O)c3ccccc3n(CC(=O)Nc3ccc4c(c3)OCCO4)c2=O)cc1
(29) Cc1cccc(C)c1N(CC(=O)N1CCC(Cc2ccccc2)CC1)S(C)(=O)=O
(30) O=C(NCCCN1CCC(Cc2ccccc2)CC1)c1nnc(CS(=O)(=O)c2ccccc2)o1

assay / entry	25	26	27	28	29	30
USP10 inh	-3	-6	1	29	2	-4
USP30 block	18	4	-9	-4	-14	-30
OTUD3 inh	11	2	7	-3	-6	-12
USP17 inh	7	-14	5	-1	-13	.
USP28 block	7	-14	3	-4	-12	-4
UCHL1 inh	2	1	1	4	2	-4
USP7 block	-2	2	-6	7	-6	4
USP8 block	0	-17	12	32*	-13	16

(31) Cc1cccc(OCCn2c(NC(=O)c3ccc(Cl)cc3)nc3ccccc32)c1
(32) CS(=O)(=O)c1ccc(COc2ccc(-c3ncc(S(C)(=O)=O)c(-c4cccc(C(F)(F)F)c4)n3)cc2)cc1
(33) CCOC(=O)c1cc(-c2ccccc2)on1
(34) COc1ccc(-c2ccccc2)cc1CN1CC[C@@]2(NC(C)=O)CNC[C@H]2C1
(35) COc1ccc(-n2nc(C(=O)Nc3ccc(C(C)=O)cc3)cc2-c2cccnc2)cc1
(36) O=C(CN1CCN(c2ccccc2F)CC1)Nc1nnc(C(F)(F)F)s1

assay / entry	31	32	33	34	35	36
USP10 inh	5	-3	3	-6	6	4
USP30 block	28	-2	23	-30	13	13
OTUD3 inh	13	4	12	1	1	4
USP17 inh	19	12	11	-8	11	11
USP28 block	12	-4	16	0	5	3
UCHL1 inh	1	-5	2	0	9	0
USP7 block	4	-1	0	-22	11	-5
USP8 block	66*	3	21	-73	6	-1

(37) O=C(NC1CCCC1)c1cccc(N2CCCCS2(=O)=O)c1
(38) c1cnc(-c2n[nH]c(C3CCN(CC4CCCCC4)CC3)n2)cn1
(39) CSc1nc2ccc3nc(NC(=O)c4ccccc4Oc4ccccc4)sc3c2s1
(40) Cc1nc(C2CCCN2C(=O)c2ccnn2C)nc2c1CC(=O)N2Cc1ccc(F)cc1 (centres undefined)
(41) CCC(=O)N1CCc2cc(S(=O)(=O)NC(Cc3ccccc3)C(=O)Nc3ccccc3OC)ccc21 (centres undefined)
(42) CCOc1cc(N2CCOCC2)c(OCC)cc1NC(=O)c1cc2c(s1)CCC2

assay / entry	37	38	39	40	41	42
USP10 inh	1	2	-5	-6	0	30
USP30 block	-12	4	-66	-202	-1	11
OTUD3 inh	-2	-5	-11	-29	7	12
USP17 inh	-7	-10	-11	-3	11	36*
USP28 block	-4	-5	-21	-45	16	13
UCHL1 inh	-2	-1	-11	2	2	20
USP7 block	-2	-2	-10	-8	2	17
USP8 block	1	4	20	40*	1	50*

(43) Cc1nn(-c2ccccc2)c(C)c1NC(=O)c1cnn(Cc2ccccc2)c1
(44) Cc1cccc(CN2C[C@@H]3[C@@H](C(=O)NCC(C)C)CCS(=O)(=O)[C@@H]3C2)c1
(45) O=C(c1cccc(F)c1)N1CCC(Nc2cccnc2)C1 (centres undefined)
(46) CCn1cnc(-c2nc(C(=O)Nc3cccc(F)c3)c3ccccn23)c1
(47) COc1ccc(OCCCC(=O)Nc2ccccc2-c2nc3ccccc3[nH]2)cc1
(48) CC1(C)CS(=O)(=O)N(c2ccc(C(=O)N3CCN(c4ccccc4)CC3)cc2)C1=O

assay / entry	43	44	45	46	47	48
USP10 inh	0	3	-4	0	-8	-2
USP30 block	17	-7	i	-21	-123	.
OTUD3 inh	15	-5	-121	-4	-21	0
USP17 inh	17	-53	-90	-14	-20	2
USP28 block	31*	-16	-148	0	-12	.
UCHL1 inh	1	-3	-23	8	2	1
USP7 block	2	-10	-45	-3	3	0
USP8 block	25	-324	25	-23	35*	-2

(49) COCCn1nnnc1CN1CCC(Nc2nc3c(c(=O)[nH]2)CCCC3)CC1
(50) Cc1ccc(Cl)cc1N1CCN(CC(=O)c2cc(C)n(C)c2C)CC1
(51) O=C1CC(C(=O)Nc2ccc(Cl)cc2Cl)c2c(nc(N3CCCCC3)[nH]c2=O)N1 (centres undefined)
(52) CCCn1nc(-n2cnnc2)c(NC(=O)c2ccccc2C)c1C
(53) O=C(CC1C(=O)OCCN1Cc1ccccc1)Nc1cccc(F)c1 (centres undefined)
(54) Cc1noc(CN2CCC(C3CCCCCN3C(=O)Nc3ccccc3)CC2)n1 (centres undefined)

assay / entry	49	50	51	52	53	54
USP10 inh	-3	-9	-3	-5	0	-5
USP30 block	5	-421	-17	8	-11	-24
OTUD3 inh	1	-112	-12	3	0	-6
USP17 inh	2	-72	-39	-1	-10	-10
USP28 block	7	-61	-20	5	-2	-15
UCHL1 inh	0	-6	-1	1	-1	-6
USP7 block	5	-9	-16	2	-4	-6
USP8 block	2	-24	-46	0	-10	-8

(55) CCn1nccc1-c1nccnc1CC1CCCN(S(C)(=O)=O)C1 (centres undefined)
(56) CCn1c(=O)c(CCC(=O)NCC2CCCO2)c(C)c2c(C)nn(-c3ccc(C)cc3)c21 (centres undefined)
(57) O=C(Nc1ncccc1O)C1CC(=O)N(c2ccc3c(c2)OCO3)C1 (centres undefined)
(58) Cn1cc(C(=O)Nc2ccccc2F)c2[nH]c(=O)n(-c3ccccc3)c(=O)c21
(59) COc1ccc(CC(=O)Nc2ccccc2C(=O)Nc2ccc(C(=O)O)cc2)cc1
(60) Fc1ccc(OCc2nc(-c3cccc(-c4ccn[nH]4)c3)no2)cc1

assay / entry	55	56	57	58	59	60
USP10 inh	2	-2	-8	2	3	17
USP30 block	22	9	-70	5	13	39*
OTUD3 inh	11	0	-5	5	6	7
USP17 inh	-34	0	14	3	8	80*
USP28 block	7	1	-5	10	8	52*
UCHL1 inh	-1	1	-2	3	1	2
USP7 block	3	-4	-3	8	-2	4
USP8 block	-9	-3	55*	15	15	33*

(61) Cc1oc(-c2[nH]ncc2C(=O)N(C)C)cc1S(=O)(=O)Nc1ccccc1
(62) O=C(CC1SCCNC1=O)Nc1cccc2ccccc12 (centres undefined)
(63) CCCCCCC1CC(=O)NC(Cc2ccccc2)C(=O)NC(C)C(=O)NC(CC(C)C)C(=O)O1 (centres undefined)
(64) O=C(N[C@H]1[C@H](O)[C@H](O)C[C@@H]1C1CCCCC1)c1cncnc1

assay / entry	61	62	63	64
USP10 inh	2	-3	0	-2
USP30 block	30*	-8	20	-34
OTUD3 inh	13	-6	4	7
USP17 inh	13	0	5	-30
USP28 block	14	-10	2	11
UCHL1 inh	1	-4	1	5
USP7 block	5	0	1	-23
USP8 block	1	-27	-2	-90

In the list so far, eight have an NH in an aromatic ring:
(12) COc1ncccc1CN(C)C(=O)CCc1c[nH]c2ccccc12
(38) c1cnc(-c2n[nH]c(C3CCN(CC4CCCCC4)CC3)n2)cn1
(47) COc1ccc(OCCCC(=O)Nc2ccccc2-c2nc3ccccc3[nH]2)cc1
(49) COCCn1nnnc1CN1CCC(Nc2nc3c(c(=O)[nH]2)CCCC3)CC1
(51) O=C1CC(C(=O)Nc2ccc(Cl)cc2Cl)c2c(nc(N3CCCCC3)[nH]c2=O)N1 (centres undefined)
(58) Cn1cc(C(=O)Nc2ccccc2F)c2[nH]c(=O)n(-c3ccccc3)c(=O)c21
(60) Fc1ccc(OCc2nc(-c3cccc(-c4ccn[nH]4)c3)no2)cc1
(61) Cc1oc(-c2[nH]ncc2C(=O)N(C)C)cc1S(=O)(=O)Nc1ccccc1

assay / entry	12	38	47	49	51	58	60	61
USP10 inh	1	2	-8	-3	-3	2	17	2
USP30 block	0	4	-123	5	-17	5	39*	30*
OTUD3 inh	-2	-5	-21	1	-12	5	7	13
USP17 inh	-2	-10	-20	2	-39	3	80*	13
USP28 block	0	-5	-12	7	-20	10	52*	14
UCHL1 inh	-1	-1	2	0	-1	3	2	1
USP7 block	-6	-2	3	5	-16	8	4	5
USP8 block	0	4	35*	2	-46	15	33*	1
